Compound activity from PubChem.
NOD2 RIPK2 PPI: NOD2-RIPK2 protein interaction inhibition | O43353 | CHO BLA complementation NOD2-RIPK2, CCF4 ratio | inhibition, % at 4.98 µM | actives 0.38% (n = 360,000); in the data active = inhibition above about 21%;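 also: 0% = vehicle only and 100% = reference blocker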
ABCB6 inh MLPCN: inhibitors of human ABC transporter ABCB6 | AID 602162 | K562-ABCB6 porphyrin accumulation, flow cytometry, 1 h; active compounds read low | Q9NP58 | fluorescence ratio to DMSO, % at 10 µM | actives 0.19% (n = 360,000);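 active = fluorescence ratio to DMSO below 75%, the collection mean minus 3 SD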;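 also: signal is porphyrin accumulated inside mitochondria; 100% equals median channel fluorescence of DMSO control wells; lower ratio means ABCB6 inhibition with less porphyrin fluorescence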
Target sequence (Q9NP58 whole entry, looked up): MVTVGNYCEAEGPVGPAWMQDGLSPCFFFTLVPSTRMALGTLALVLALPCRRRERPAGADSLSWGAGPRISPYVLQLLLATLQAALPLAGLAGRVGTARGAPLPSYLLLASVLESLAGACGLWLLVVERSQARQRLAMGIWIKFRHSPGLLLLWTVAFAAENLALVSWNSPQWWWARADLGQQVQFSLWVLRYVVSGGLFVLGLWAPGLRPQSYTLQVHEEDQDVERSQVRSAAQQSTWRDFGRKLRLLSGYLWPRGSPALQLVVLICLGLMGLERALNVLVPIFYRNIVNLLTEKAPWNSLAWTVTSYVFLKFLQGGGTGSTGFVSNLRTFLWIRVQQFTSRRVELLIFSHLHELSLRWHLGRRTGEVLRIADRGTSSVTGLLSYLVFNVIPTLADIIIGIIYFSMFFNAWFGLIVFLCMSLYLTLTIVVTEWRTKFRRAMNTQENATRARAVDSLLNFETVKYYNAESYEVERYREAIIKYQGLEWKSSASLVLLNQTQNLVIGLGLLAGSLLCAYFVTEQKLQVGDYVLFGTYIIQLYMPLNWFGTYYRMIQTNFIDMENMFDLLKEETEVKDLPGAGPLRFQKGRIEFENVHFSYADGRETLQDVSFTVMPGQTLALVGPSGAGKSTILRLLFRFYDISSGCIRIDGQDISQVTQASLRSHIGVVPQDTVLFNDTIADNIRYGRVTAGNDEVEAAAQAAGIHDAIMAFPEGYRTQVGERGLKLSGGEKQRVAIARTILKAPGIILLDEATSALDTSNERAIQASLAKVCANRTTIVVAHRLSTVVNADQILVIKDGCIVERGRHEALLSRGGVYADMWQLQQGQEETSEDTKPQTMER
ABHD5-PLIN5 inh: ABHD5-PLIN5 protein interaction inhibition; Split G. princeps luciferase complementation, luminescence, 4 h; inhibition, % at 4 µM; actives 0.78% (n = 360,000);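 active = inhibition above the mean inhibition across every tested compound plus 3 SD, cut at about 22% in these data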;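 also: 0% = DMSO only wells and the 100% control is not disclosed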
N-glyco inh: N-linked glycosylation inhibition; D54 ERlucT glycosylation luciferase reporter, 24 h; percent of 100 nM tunicamycin response; actives 0.23% (n = 360,000); reporter increase, % at 12.5 µM;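 active = mean luciferase reporter signal, scaled so untreated is 0 and the glycosylation-blocking control 100, at or above a set limit in every replicate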;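 also: luciferase carries N-glycosylation sites so blocking glycosylation raises the light; 0% = median of neutral control wells and 100% = median of 100 nM tunicamycin wells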
HTR2A ag: activates the mouse 5-HT2A serotonin receptor; P35363; CHO-K1 mHTR2A beta-arrestin complementation, luminescence; percent of 30 µM serotonin response; activation, % at 7.6 µM; actives 0.66% (n = 360,000); AID 624169;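 active = activation above a run cutoff, the mean activation of all tested compounds plus 3 SD, cut at about 14% in these data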;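 also: 0% = plate median of compound wells and 100% = 30 µM serotonin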
MC4R barr agon: activates human MC4R beta-arrestin recruitment | activation, % at 8.9 µM | U2OS MC4R beta-arrestin complementation, luminescence; percent of melanotan II response, DMSO zero | actives 0.98% (n = 360,000);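 active = activation above a per-plate cutoff, the mean activation of sample wells on that plate plus 3 SD, cut at about 8% in these data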
TLR9-MyD88 block: blocks human TLR9 binding to MyD88; CHO BLA complementation TLR9-MyD88, CCF4 FRET ratio; inhibition, % at 4.98 µM; actives 0.21% (n = 340,000); AID 504734;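 active = inhibition above the mean over all tested compounds plus 3 SD, cut at about 21% in these data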;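 also: 0% = DMSO only wells and 100% = clavulanate BLA inhibitor control wells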
MC4R antag cAMP: antagonists of human melanocortin 4 receptor (MC4R). MC4R-expressing cells, MTII-stimulated cAMP, LANCE TR-FRET. actives 0.48% (n = 360,000). inhibition, % at 6.5 µM;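 active = inhibition above its plate's cutoff, the mean of tested wells on that plate plus 3 SD, cut at about 29% in these data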;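 also: 0% = Melanotan II alone and 100% = Melanotan II plus saturating MCL0020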
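Assay system: U2OS cells stably expressing human melanocortin 4 receptor (MC4R) / Dosing: 6.5 µM / Timing: compound 30 min, challenge 1 h, detection 1 h / Measured by: Eu-cAMP/anti-cAMP TR-FRET, emission 671 nm / Replicates: singlicate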
H9c2 protect: protects H9c2 cardiomyocytes from peroxide injury | H2O2 injury protection, ATPLite, 2 h | AID 588492 | actives 0.63% (n = 360,000) | protection from H2O2 cell death, % at 20 µM;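 active = compounds giving at least 50% protection of heart cells from peroxide-induced death in the single-dose screen, raw or plate-pattern-corrected value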;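 also: 0% = DMSO wells with peroxide and 100% = DMSO wells without peroxide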
NCOA2 inhibitor: inhibits human steroid receptor coactivator 2. inhibition, % at 9 µM. actives 0.17% (n = 370,000). Q15596. HEK293 GAL4-SRC2 luciferase reporter, luminescence;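 active = inhibition above the mean inhibition of all tested compounds plus 3 SD, set per campaign, cut at about 52% in these data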;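 also: 0% = DMSO treated cells and 100% = cells given Gossypol at 36 µM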
Starred values were filed as active, the others as inactive; · = not tested or not shown. Not all compounds are listed; the hit share may differ from the screen's.

SMILES	NOD2 RIPK2 PPI	ABCB6 inh MLPCN	ABHD5-PLIN5 inh	N-glyco inh	HTR2A ag	MC4R barr agon	TLR9-MyD88 block	MC4R antag cAMP	H9c2 protect	NCOA2 inhibitor
O=C(COc1ccccc1Cl)N1CCc2ccccc2C1	-15	97	3	-3	1	0.7	7	5	0	3
CCCS(=O)c1nc(C)cc(C)c1S(C)(=O)=O (centres undefined)	-1	97	0	0	4	0.5	2	1	-6	-4
O=c1oc2ccc(Cl)cc2nc1/C=C(\O)c1ccco1	-6	95	-2	-5	0	-0.5	-1	-4	0	-1
COc1cccc(C2Nc3c(F)cc(Br)cc3C3C=CCC32)c1OC (centres undefined)	6	109	4	-1	7	0.8	-1	10	-16	5
CCc1cc2cc(C)cc(C)c2nc1SCC(=O)Nc1cc(C)on1	-3	100	1	-9	0	-1.6	-2	10	-5	13
COc1ccc(C(=O)/C(=C/c2cccs2)c2nc3ccccc3o2)cc1	-13	94	7	-7	-7	6.7	-5	-6	-6	-30
C/C(=N\O)C(=O)NCCN1CCCCC1	4	104	-5	-1	3	-2.8	-23	4	-3	11
Cc1ccc2cccc(SCC(=O)Nc3ccc(F)cc3)c2n1	1	98	8	-1	-3	-0.3	9	11	0	-10
O=[N+]([O-])c1ccc2c(c1)/C(=N\O)c1ccccc1-2	1	100	-6	-2	-9	0.8	4	12	-6	9
c1cnc2c(-c3ccc4nccn4c3)cccc2c1	7	99	-4	0	3	-0.9	·	8	6	9
COc1cccc(C2C3=C(CCCC3=O)Nc3[nH]n(-c4ccccc4)c(=O)c32)c1 (centres undefined)	1	105	-4	0	-2	-0.7	-15	-1	5	-6
COc1ccccc1NC(=O)CCc1nc2ccccc2s1	-1	102	0	0	-2	-2.8	-10	8	6	-5
COc1ccccc1-c1cn[nH]c1-c1ccc(OCc2ccc(F)cc2)cc1O	-2	96	-12	-5	0	2.1	2	5	-10	5
CN1CCN(C(=O)c2cccn(Cc3c(Cl)cccc3Cl)c2=O)CC1	0	98	-2	-3	-5	-2.3	2	2	-1	5
CCC(CC)c1nn2c(N)c(/C=C3\C(C)=Nc4ccccc43)c(=O)nc2s1	7	100	-8	0	-1	-1.6	·	14	-6	10
COCCCn1c(SCC(=O)NC2CCCCC2)nnc1-c1ccncc1	-6	100	3	0	-3	-1.9	-2	2	-3	-7
NC(=O)C1(N2CCCCC2)CCN(C2CC(=O)N(CCc3ccccc3)C2=O)CC1 (centres undefined)	-10	88	-8	1	3	0.1	-3	-9	-2	-14
COc1ccc(/C=N/N=C2/NC(=O)C(CC(=O)O)S2)cc1OCc1ccc(Cl)cc1 (centres undefined)	-4	97	3	2	0	-1.6	10	0	0	19
O=C(c1[nH]c(C(F)(F)F)nc1-c1ccccc1)N1CCCCC1	6	103	3	-1	6	·	·	·	2	-25
COc1cc(N)c(Cl)cc1Cl	7	99	-3	1	-2	-1.7	·	-3	-2	-1
CCOC(=O)C1C(=O)CC(C)(O)C(C(=O)OCC)C1c1ccc(OC)cc1 (centres undefined)	-2	100	2	3	2	1.6	2	18	-1	1
CC(C)OCCCn1c(=NC(=O)c2cccs2)c(C#N)cc2c(=O)n3ccccc3nc21	-14	106	2	1	6	-1.6	·	9	2	1
CNC(=O)COC(=O)C1CCN(S(=O)(=O)c2ccc3c(c2)OCCO3)CC1	7	95	-3	3	-2	-1.6	5	2	4	3
CN1CCCC(CC2Oc3ccccc3Sc3ccccc32)C1 (centres undefined)	4	96	5	5	-6	-1.1	-14	-3	27	9
O=C(CCCn1cnc([N+](=O)[O-])n1)Nc1ccc(Cl)c(Cl)c1	-3	103	28*	1	-1	-2.2	8	7	-1	17
(cont.)
SMILES	NOD2 RIPK2 PPI	ABCB6 inh MLPCN	ABHD5-PLIN5 inh	N-glyco inh	HTR2A ag	MC4R barr agon	TLR9-MyD88 block	MC4R antag cAMP	H9c2 protect	NCOA2 inhibitor
CC(=O)c1cccc(NC(=O)N2CCC(NC(=O)C3CCCCC3)CC2)c1	1	95	7	0	-4	-0.7	-14	7	-2	2
O=C(O)/C(=C\c1cccc(F)c1)c1ccc(S(=O)(=O)N2CCCCC2)s1	-9	88	3	1	2	-0.2	-2	8	-1	-13
O=C(CSc1nnc(CNC(=O)c2cccs2)o1)Nc1ccc(F)cc1F	4	108	-4	0	1	0.7	0	6	4	-12
O=C(COC(=O)/C=C/c1cccs1)Nc1nc(-c2ccccc2)cs1	6	104	-1	0	1	32*	-4	18	-5	-36
Cc1oc(-c2cccc(F)c2)nc1CN1CCCN(C(=O)c2ccco2)CC1	-21	95	-2	-1	-6	-3.2	-8	15	-2	-19
COc1ccc(/C=C(\NC(=O)c2ccc(OC)cc2)C(=O)N2CCCCC2)cc1	-14	98	3	-1	1	0.8	-9	-5	4	-99
O=C(COC(=O)c1cc(Cl)ccc1O)Nc1cc(C(F)(F)F)ccc1N1CCOCC1	7	101	-4	3	0	2.4	-1	18	-15	-8
CN(CCOc1ccccc1)C(=O)c1cc(S(=O)(=O)N2CCOCC2)ccc1Cl	8	95	-7	-1	3	2.4	-5	-2	-6	9
Cc1cc2nc(C(C)(C)C)c(Cc3ccccc3)n2c(C)c1Br	1	99	-4	0	-2	·	·	·	-8	-22
CN(C)c1ccc(-n2cc3c(=O)n(C)c(=O)n(C)c3c2)cc1	-13	98	-6	0	-2	-1.6	-10	2	21	-28
CCCCC[C@@H]1C=C(C(=O)O)[C@H](c2cccc(C)c2)N1S(=O)(=O)c1ccc(C)cc1	-5	96	-6	2	4	0.7	-15	9	8	3
Cc1ccccc1C(c1ncccc1C)N(C)C(=O)C1CCN(CCOc2ccc(Cl)cc2Cl)CC1 (centres undefined)	1	97	5	-5	4	9.2*	·	-11	-34	3
O=C(NCc1ccccc1)c1ccc(S(=O)(=O)Nc2cccc(C(F)(F)F)c2)cc1	-1	100	-7	-1	-5	4.5	-2	5	-9	15
Cc1ccc(N=C2SCCCN2C(=O)c2ccco2)cc1Cl	-7	89	4	-2	2	-1.5	1	2	-1	-58
O=c1[nH]c(Nc2ccccc2Cl)cc2ccccc12	7	99	-22	3	10	-1.6	-4	-9	17	-44
Nc1nccnc1C(=O)OCC(=O)NC1CCCc2ccccc21 (centres undefined)	-6	97	7	-1	1	-0.1	3	4	9	-37
CCC(=O)Nc1cccc(NC(=O)c2ccccc2Br)c1	-9	83	0	3	-1	-1.9	2	4	2	-8
Nc1nonc1-n1nnc(C(=O)N/N=C/c2cccc(Cl)c2)c1CSc1ccccc1	-4	100	5	2	-1	7.5	·	1	-4	14
COc1ccc(Cl)cc1NC(=S)NCCc1ccc(S(N)(=O)=O)cc1	-12	101	4	-1	2	-1.2	-1	28	-6	7
COc1ccccc1NS(=O)(=O)c1cccc(NC(=O)c2cncc(Br)c2)c1	-5	96	4	-7	10	-0.1	-3	7	11	50
CCOC(=O)C1(Cc2ccccc2C(F)(F)F)CCN(C2CCN(C(C)C)CC2)CC1	1	96	1	0	-2	-1.7	0	-1	-16	21
CN(CC(=O)Nc1ccccc1C(F)(F)F)C(=O)CN1C(=O)C2CCCCC2C1=O (centres undefined)	5	90	9	3	8	0.8	8	5	-2	16
Cc1ccc(-c2csc3ncnc(N4CCN(S(=O)(=O)c5cccs5)CC4)c23)cc1	9	74*	2	-8	9	3.0	-8	9	15	·
CC(/C=C/c1ccccc1)=N/NC(=O)c1cnccn1	-1	98	1	1	2	-0.3	0	-1	2	-38
Cc1ccc(S(=O)(=O)N(C)C)cc1NC(=S)N(CCC#N)Cc1cccnc1	-3	79	-8	-1	4	-0.7	3	-2	2	18
(continued)
SMILES	NOD2 RIPK2 PPI	ABCB6 inh MLPCN	ABHD5-PLIN5 inh	N-glyco inh	HTR2A ag	MC4R barr agon	TLR9-MyD88 block	MC4R antag cAMP	H9c2 protect	NCOA2 inhibitor
COc1ccc(S(=O)(=O)Nc2ccc(C)cc2)cc1OC	-9	97	-2	-1	1	-2.1	-29	0	3	-22
CCOC(=O)C1CCCC(NS(=O)(=O)c2ccc(NC(C)=O)cc2)C1 (centres undefined)	2	89	-7	1	0	-0.8	1	6	-4	0
CCOC(=O)c1cc(-c2cccnc2)nn1-c1ccccc1C	-7	103	2	1	3	4.6	-7	16	2	13
Cc1c(Cl)ccc2sc(NC(=O)C3CC3)nc12	-11	94	2	-1	-1	-0.3	6	2	-20	-6
COc1ccc(Nc2nc(-c3ccccc3)cs2)cc1	1	94	-6	-14	1	3.3	3	16	-10	-29
CCOc1ccccc1-n1nnnc1SCC(=O)NCC1(N2CCOCC2)CCCCC1	13	92	-12	-1	-14	2.7	-6	18	8	4
Cc1nc(SCC(=O)NCCc2ccccc2)nc(C)c1C	-6	101	-6	3	-5	0.5	1	1	13	-12
Cc1ccc(N2CC(C(=O)NC3CCC(C)CC3)CC2=O)cc1 (centres undefined)	1	99	-1	3	0	-3.2	4	17	-1	10
Cc1ccc(Cl)cc1N1CCN(S(=O)(=O)c2cccc(S(=O)(=O)N3CCCC3)c2)CC1	-1	97	-12	-2	-6	-1.5	-13	4	-9	-15
C=CCn1c(SCC(=O)c2ccc(OC)cc2)nnc1-c1cc2cccc(OC)c2o1	-11	92	8	-2	2	53*	15	-5	-5	-11
CC(=O)OCCOCn1cnn2c(=O)c(Br)c(C)nc12	-10	102	-2	1	1	1.6	-2	1	-5	15
Nc1[nH]c(C(=O)c2ccccc2)c(-c2ccccc2Br)c1C(=O)NCCc1c[nH]c2ccccc12	1	117	-6	·	0	·	·	·	·	-28
COCCCNC(=O)CCc1c(C)nc2c(c(C)nn2-c2ccccc2)c1C	-1	82	6	-1	-3	-1.0	4	4	1	-2
Cc1ccc(/C(O)=C2/C(=O)C(=O)N(CC(=O)O)C2c2ccc([N+](=O)[O-])cc2)cc1 (centres undefined)	0	98	-7	1	2	0.3	0	9	7	4
Cc1noc(C)c1S(=O)(=O)N1CCCC(C(=O)Nc2cccnc2)C1 (centres undefined)	-23	109	-7	1	-6	0.6	-10	2	0	5
O=C(COc1ccc2ccc(=O)oc2c1)Nc1ccc2c(c1)OCCO2	-6	95	-1	0	1	-2.4	-4	17	-2	-11
NC(=S)NC1CC2CC1C1C=CCC21 (centres undefined)	1	99	-7	1	-2	-3.5	7	0	2	-18
CC1CCN(c2ccccc2NC(=O)c2ccc(Br)o2)CC1	3	104	-5	-3	4	-0.9	-13	6	-7	-3
C=C(C)c1cccc(C(C)(C)NC(=O)NCCCn2ccnc2)c1	-16	98	1	3	7	0.1	7	5	-9	4
CCCS(=O)(=O)N1CCN(C2Cc3ccccc3C2)CC1	13	93	-2	2	-8	-1.1	6	4	0	-11
O=C(NC1CCCCC1)N1CCNCC1	1	105	1	3	14*	-1.0	-4	-6	11	20

Two entries picked at random from those above, as already listed:
SMILES	NOD2 RIPK2 PPI	ABCB6 inh MLPCN	ABHD5-PLIN5 inh	N-glyco inh	HTR2A ag	MC4R barr agon	TLR9-MyD88 block	MC4R antag cAMP	H9c2 protect	NCOA2 inhibitor
CCCS(=O)(=O)N1CCN(C2Cc3ccccc3C2)CC1	13	93	-2	2	-8	-1.1	6	4	0	-11
CN1CCCC(CC2Oc3ccccc3Sc3ccccc32)C1 (centres undefined)	4	96	5	5	-6	-1.1	-14	-3	27	9
